Screening results from PubChem.
SENP7 block = SENP7 protease inhibitors, primary screen, biochemical, luminescence, uHTS | recombinant SENP7, Z-RLRGG-aminoluciferin luminescence, 40 min | AID 434973, 2010 | actives 1.5% (n = 330,000) | Sentrin-specific protease 7 (Homo sapiens), Q9BQF6 | inhibition, % at 5 µM;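 active = inhibition above about 50% at the single test dose, limit read from the data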;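 note: plate controls were DMSO with enzyme for no effect and no enzyme buffer wells for full effect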
Target sequence (Q9BQF6 706-1050 limits assumed): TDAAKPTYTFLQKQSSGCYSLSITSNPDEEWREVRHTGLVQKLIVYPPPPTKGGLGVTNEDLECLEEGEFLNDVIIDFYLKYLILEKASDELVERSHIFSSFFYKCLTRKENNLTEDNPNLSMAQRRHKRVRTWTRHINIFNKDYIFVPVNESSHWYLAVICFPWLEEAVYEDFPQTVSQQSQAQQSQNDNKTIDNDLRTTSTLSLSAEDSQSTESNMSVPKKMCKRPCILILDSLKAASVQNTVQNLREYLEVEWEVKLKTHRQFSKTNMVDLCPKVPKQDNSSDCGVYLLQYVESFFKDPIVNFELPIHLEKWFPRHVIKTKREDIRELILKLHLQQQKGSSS
SENP6 inh = SENP6 protease inhibitors, primary screen, biochemical, luminescence, uHTS; Recombinant SENP6 catalytic domain, aminoluciferin luminescence; AID 2599, 2010; actives 1.8% (n = 330,000); Sentrin-specific protease 6 (Homo sapiens), Q9GZR1; inhibition, % at 10 µM;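 active = inhibition above about 50% at the single tested dose, limit read from the data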;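 note: plate controls were DMSO wells with enzyme for no effect and DMSO wells lacking enzyme for full effect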
Target sequence (Q9GZR1 628-1112 limits assumed): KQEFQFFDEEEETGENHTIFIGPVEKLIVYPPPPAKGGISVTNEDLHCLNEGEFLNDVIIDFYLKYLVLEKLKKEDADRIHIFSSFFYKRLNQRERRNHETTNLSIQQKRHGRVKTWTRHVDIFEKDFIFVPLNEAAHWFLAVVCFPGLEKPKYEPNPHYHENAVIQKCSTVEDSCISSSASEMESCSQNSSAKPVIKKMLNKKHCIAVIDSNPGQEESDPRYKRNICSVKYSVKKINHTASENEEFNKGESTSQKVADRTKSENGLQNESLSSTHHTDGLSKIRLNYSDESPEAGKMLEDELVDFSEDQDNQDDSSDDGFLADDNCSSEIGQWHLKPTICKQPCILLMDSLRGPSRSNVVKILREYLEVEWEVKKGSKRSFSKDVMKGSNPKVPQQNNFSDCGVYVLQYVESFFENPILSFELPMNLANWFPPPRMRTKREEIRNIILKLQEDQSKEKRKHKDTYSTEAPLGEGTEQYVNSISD
The depositor's hits bear a star. This is a subset; rates above refer to the full screens.

SENP7 block | SENP6 inh | Molecule
10.7 | -75.4 | C#CCOCCOCCOCCNc1nc(N2CCN(C(=O)CCCCCCCCCCNC(=O)[C@H](CO)n3cc(CCCCCN)nn3)CC2)nc(N2CCN(C(=O)CCCCCCCCCCNC(=O)[C@H](CCCN=C(N)N)n3cc(C[C@@H](C)CC)nn3)CC2)n1
-6.0 | 13.8 | COc1cc2nc3c4ccccc4n(CC#N)c3nc2cc1OC
0.4 | 23.0 | CCn1c(=N)c(S(=O)(=O)c2ccc(C)cc2)cc2c(=O)n3ccccc3nc21
20.0 | 72.0* | O=C(CC1Nc2ccccc2NC1=O)c1ccccc1 (configuration not stated)
-3.6 | -18.1 | CC(C)(C)c1ccccc1NC(=O)c1c(O)c2cccc3c2n(c1=O)CC3
5.8 | -5.8 | CC(=O)OC[C@H]1O[C@@H](O/N=C(\C)CCN2CCCCc3nc(C)c(C)cc32)[C@H](OC(C)=O)[C@@H](OC(C)=O)[C@@H]1OC(C)=O
4.2 | 9.1 | CC1CCN(C(=O)C2CCN(CCCc3ccccc3)CC2)CC1
1.6 | 5.7 | CC[C@@H]1CC=C[C@H]2[C@H]1C(=O)N(Cc1ccccc1)[C@H]2c1ccc2ccccc2c1
-3.8 | 17.4 | O=C(NCCc1ccccc1)c1ccccc1NC(=O)C1CCCCC1C(=O)O (configuration not stated)
0.1 | 0.8 | CN(C)CCNCCCOc1ccccc1-c1ccccc1

Some of the entries so far, as labelled records:
> CC(=O)OC[C@H]1O[C@@H](O/N=C(\C)CCN2CCCCc3nc(C)c(C)cc32)[C@H](OC(C)=O)[C@@H](OC(C)=O)[C@@H]1OC(C)=O
- SENP7 block: 5.8
- SENP6 inh: -5.8
> CC1CCN(C(=O)C2CCN(CCCc3ccccc3)CC2)CC1
- SENP7 block: 4.2
- SENP6 inh: 9.1

The list continues.
SENP7 block | SENP6 inh | Molecule
-16.7 | -11.6 | Cc1nc(N2CCN(c3ccccc3)CC2)[nH]c(=O)c1Cc1cccc2ccccc12
14.9 | 31.1 | O=C1NC(=O)[C@@H]2C3c4ccccc4C=CN3[C@H](C(=O)c3cccs3)[C@H]12 (some centres not stated)
7.6 | 15.6 | O=C(Cc1c[nH]c2ccccc12)Nc1cccc(S(=O)(=O)N2CCCCC2)c1
4.7 | 4.6 | Cc1occc1C(=O)n1cnc2ccccc21
-3.9 | -11.8 | COc1cc2cc(Oc3ccc4ccc(=O)oc4c3)c(=O)oc2cc1OC(=O)C=C(C)C
-7.9 | -11.0 | COc1ccc(C2CC(=O)C(C(c3ccc(O)cc3)C3C(=O)CC(c4ccc(OC)cc4)CC3=O)C(=O)C2)cc1 (configuration not stated)
-6.5 | -3.4 | Cc1sc2nc(CN3CCC(C)CC3)nc(Cl)c2c1C
-3.5 | -10.0 | CC1(OC(=O)CCc2ccccc2)C(=O)C=C2C=C(C3CC3)OC=C2C1=O (configuration not stated)
-3.5 | 2.1 | O=C(O)Cc1cc(C(=O)Nc2ccc(Br)cc2)sc1-c1ccccc1
-0.2 | -7.7 | CC1NC(=O)c2ccccc2-n2c1nc1cc(F)ccc1c2=O (configuration not stated)
4.9 | 20.4 | CCc1ccc(C(C(=O)NC2CCCCC2)N(C(=O)c2ccccn2)c2cccnc2)cc1 (configuration not stated)
6.3 | 3.3 | Cc1ccc(C2=NN(CC(=O)NCc3cccnc3)C(=O)CC2)cc1
1.1 | 12.3 | CNC[C@H](Cc1cccc2ccccc12)NC[C@H](CCSC)NCC1CCC(C(C)(C)C)CC1 (some centres not stated)
4.8 | -2.6 | O=C1CSC(c2cn(-c3ccccc3)nc2-c2cccs2)N1Cc1ccccc1 (configuration not stated)
-0.4 | -0.1 | CCCNC(=O)c1[nH]c(C)c(C(=O)OCC)c1C
-17.2 | -18.4 | CC(=O)OC1=C(C#N)Cn2ccc3cccc1c32
5.3 | -15.6 | Cc1[nH]c(=O)[nH]c1CN1CCCCC1
-1.6 | -11.8 | CCOC(=O)c1c(NC(=O)CSc2nc3cc(Cl)ccc3s2)sc(C(C)=O)c1C
-1.2 | 6.9 | COc1ccc(C(C)N2CC34C=CC(O3)C(C(=O)OCC(C)C)C4C2=O)cc1 (configuration not stated)
39.4 | 76.5* | Cc1cccc(N=Nc2c(C)[nH]n(C(N)=S)c2=O)c1C
-0.8 | -8.8 | CC(=O)OC[C@]12CC[C@H]3[C@@](C)(CC[C@H]4C(C)(C)CCC[C@]34C)[C@@H]1C[C@H](C1=CC(=O)O[C@H]1OC(C)=O)O2
17.4 | 6.5 | Cc1ccc(C(=O)COC(=O)c2cnccn2)cc1C
6.7 | -5.6 | CCCN1C(=O)/C(=c2\s/c(=C3\C=Cc4ccccc4N3CC)c(=O)n2-c2ccccc2)SC1=S
-6.0 | -10.1 | O=C1c2cccc3c2[C@H](CCC3)CN1[C@@H]1CN2CCC1CC2
2.2 | -12.2 | CCCCCCCCCCCCCCCC(=O)OC[C@H](COP(=O)([O-])OCC[N+](C)(C)C)OC(=O)CCCCCCCCCCCCCCC
-5.8 | -8.6 | ClCC1=Nc2cccc3cccc(c23)N1
-4.4 | 1.6 | CN(C)CCc1c[nH]c2ccc(Cn3cncn3)cc12
5.5 | -24.4 | COC(=O)c1ccccc1S(=O)(=O)N(Cc1cc2cc3c(cc2[nH]c1=O)OCO3)C1CCCCC1
4.2 | -3.9 | CC(=O)Nc1nc2c(c3c1c(=O)oc1ccccc13)CCCCC2
6.0 | -8.5 | Cc1ccc(C(C)C)c(OCC(=O)NN=C(CCl)CCl)c1
-3.1 | -7.8 | COc1cccc2[nH]c3c(N4CC(C)CC(C)C4)ncnc3c12 (configuration not stated)
-8.6 | 3.7 | COc1ccc(C(O)c2nc3ccccc3s2)cc1 (configuration not stated)
2.0 | -7.6 | COc1ccccc1CNC(=O)c1cccc(-c2ccc(C)c3ccccc23)n1
3.6 | -5.4 | Oc1c(C(c2cccs2)N2CCN(c3ccccc3)CC2)ccc2cccnc12 (configuration not stated)
3.5 | -11.4 | C/C(=N\Nc1ccc([N+](=O)[O-])cc1[N+](=O)[O-])c1cc2c(ccc3ccccc32)oc1=O
6.3 | -9.8 | O=C(CN1C(=O)C2CCCN2C(=O)c2ccccc21)Nc1ccccc1-n1cccc1 (configuration not stated)
4.1 | -2.7 | CCCCCCN(C(=O)CCCCCN1C(=O)NC(c2ccc(-c3ccccc3)cc2)C(C(=O)OCc2ccccc2)=C1C)C(C(=O)NCCCC)c1cccc(C(=O)OC)c1 (configuration not stated)
1.6 | 7.0 | O=C(NCC(=O)N(c1cccnc1)C(C(=O)NC1CCCC1)c1ccc(F)cc1)c1ccco1 (configuration not stated)
0.7 | -16.2 | Cc1ccc(-n2c(SCC(=O)Nc3cccc(C)c3)nc3c(oc4ccccc43)c2=O)cc1
-2.1 | -0.2 | CCOC(=O)c1[nH]c2cc3c(cc2c1NC(=O)CN1CCCCC1C)OCO3 (configuration not stated)
-5.7 | -56.5 | Cc1cc2c(n1-c1ccc(C(=O)O)cc1)CCCCC2
-13.6 | -17.0 | CC(=O)Nc1ccc(/C=C/C(=O)c2ccccc2)cc1
6.9 | -11.3 | O=C(O)/C(=C/c1ccco1)c1ccccc1
9.0 | 7.2 | O=C(NCc1cccs1)c1cc(-c2ccncc2)nc2ccc(Br)cc12
1.0 | -6.0 | CC(C)(Oc1ccc(-c2ccco2)cc1)C(=O)O
-6.6 | -17.4 | CC(C)(C)OC(=O)NCCCCC1=CC2=CC(=O)C(C)(OC(=O)c3ccco3)C(=O)C2=CO1 (configuration not stated)
7.2 | 3.1 | O=C(Cc1ccc(Nc2nc(=S)[nH]c3ccccc23)cc1)NC1CCCCC1
1.0 | -16.6 | Cc1cc(C)c2c(=O)n(CC(=O)N3CCC(Cc4ccccc4)CC3)sc2n1
7.0 | 6.5 | Cc1nc2ccccc2c(=O)n1/N=C/c1ccc([N+](=O)[O-])o1
46.4 | 44.2 | COc1cc(/C=C2/C(=O)N(c3ccccc3)N=C2C)ccc1OS(=O)(=O)c1ccccc1

Three compounds already listed, ordered by the number in SENP6 inh, smallest number first.
SENP7 block | SENP6 inh | Molecule
5.3 | -15.6 | Cc1[nH]c(=O)[nH]c1CN1CCCCC1
-2.1 | -0.2 | CCOC(=O)c1[nH]c2cc3c(cc2c1NC(=O)CN1CCCCC1C)OCO3 (configuration not stated)
4.2 | 9.1 | CC1CCN(C(=O)C2CCN(CCCc3ccccc3)CC2)CC1

Continuation:
SENP7 block | SENP6 inh | Molecule
-3.8 | -11.4 | Cc1ccc(C)c(OCCCC(=O)Nc2ccc(N3CCOCC3)cc2)c1
12.0 | -10.1 | CN(CCCN1c2ccccc2CCc2ccccc21)CC(=O)c1ccc(Cl)cc1
-9.4 | 0.4 | O=c1c2ccc([N+](=O)[O-])c3cccc(c32)c2nc3ccccc3n12
-3.5 | 0.1 | O=C(O)c1cccnc1SC1CC(=O)N(c2cccc3ccccc23)C1=O (configuration not stated)
10.7 | 10.0 | CC(C)(C)OC(=O)NCCCC1=CC2=CC(=O)C(C)(OC(=O)c3ccco3)C(=O)C2=CO1 (configuration not stated)
3.7 | -11.4 | Nc1nc(-c2cccnc2)nn1C(=O)c1ccco1
8.0 | -8.9 | COc1cc(OC)cc(-c2nnc(Sc3ccc(C=O)cc3[N+](=O)[O-])o2)c1
-9.1 | -6.6 | O=C(NCc1nc2ccccc2[nH]1)C1=C[C@@H](c2ccc3c(c2)OCO3)C[C@@H](OCc2ccc(CO)cc2)O1
-3.7 | -28.3 | Nc1c2c(nc3ccc(Br)cc13)N(C1CCCCC1)CC2
5.7 | -0.4 | CC1(OC(=O)C2CCCC2)C(=O)C=C2C=C3CCCN3C=C2C1=O (configuration not stated)
3.8 | -8.6 | CCN(CC)CCCNC(=O)c1ccc2c(SCC(=O)O)c3c(nc2c1)CCC3
1.3 | 1.4 | CCC(=S)/C=C1\Sc2ccc3ccccc3c2N1CCCS(=O)(=O)O
10.5 | -9.6 | O=C1Nc2ccccc2S/C1=C\C(=O)N1CCCC1
-11.2 | -2.0 | CCOc1ccc(NC(=O)CC)cc1
-13.5 | -8.5 | CCN1CCN(CCNC(=O)C2CCN(Cc3nc(-c4ccc(Cl)cc4)oc3C)CC2)CC1
8.0 | -4.4 | Cc1conc1NC(c1cccs1)c1ccc2cccnc2c1O (configuration not stated)
8.2 | 5.2 | OCCCc1nc2n(n1)C(c1cccs1)C=C(c1ccc(Br)cc1)N2 (configuration not stated)
27.4 | 35.0 | COc1cc(OC)c(C2CC(=O)N3CN(c4ccccc4C)CSC3=C2C#N)cc1OC (configuration not stated)
-7.8 | -14.9 | Cc1ccc2[nH]c3c(c2c1)CN(C(=O)CN1CCN(C(=O)c2ccco2)CC1)CC3
35.5 | 35.8 | C/C(=N\NC(=O)c1ccccn1)c1ccc(C(=O)O)s1
-7.8 | -4.2 | O=C(NC1CCS(=O)(=O)C1)c1cccnc1 (configuration not stated)
-1.9 | 13.6 | O=C(/C=C/c1ccc(F)cc1)Nc1nc2ccccc2[nH]1
8.3 | 7.5 | Clc1cccc(Cl)c1NC1=NCCN1
-4.5 | -14.2 | CCn1c2ccccc2c2cc(NC(=O)Nc3ccc([N+](=O)[O-])cc3C)ccc21
0.4 | 0.1 | COc1cc([C@@H]2c3cc4c(cc3[C@@H](O)[C@@H](CO)[C@@H]2CO)OCO4)cc(OC)c1O[Si](C)(C)C(C)(C)C
-5.1 | 20.2 | Cc1ccc(S(=O)(=O)/C(C#N)=C/c2c(Oc3ccc(Cl)cc3)nc3c(C)cccn3c2=O)cc1
-0.7 | -9.8 | COCc1cc(C)nc(OCC(=O)N/N=C/c2ccc(-c3cccc([N+](=O)[O-])c3)o2)c1C#N
-1.1 | -4.2 | O=C1[C@H](CC[C@H](O)c2ccc(F)cc2)[C@@H](c2ccc(O)cc2)N1c1ccc(F)cc1
8.2 | -5.2 | Cc1ccccc1NC(=O)c1ccc(Cl)c(NC(=O)c2cccnc2)c1
21.5 | 23.4 | CC1=NN(c2ccccc2)C(=O)/C1=C/c1cc2cc(C)ccc2nc1N1CCCCC1
-3.7 | 4.6 | O=C(CSc1nnc(Cc2cc(=O)[nH]c(=O)[nH]2)n1-c1ccc(Cl)cc1)N1CCc2ccccc21
-11.1 | -11.6 | Cc1ccccc1[C@]1(C)ON(c2ccccc2C(F)(F)F)C1=O
5.5 | 1.4 | Cc1ccc(N=c2c([N+](=O)[O-])nn(-c3ccc4c(c3)OCCO4)n2O)c(Cl)c1
4.9 | 1.0 | CN(C)CCNC(=O)C(=O)C1C(=O)Nc2ccccc21 (configuration not stated)
0.3 | -14.9 | N#CC(C#N)=Cc1ccccc1OCc1ccccc1
-3.8 | -5.3 | Fc1ccccc1/C=C1\CCCC2=C1Nc1ncnn1C2c1ccccc1F (configuration not stated)
19.0 | -6.5 | CC(C)=CCc1c(O)c(CC=C(C)C)c2c(c1O)-c1cc(O)c(O)cc1CC2
0.4 | -7.8 | Cc1ccc(S(=O)(=O)CC#CCOC(=O)c2ccc([N+](=O)[O-])cc2)cc1
5.1 | 14.2 | Cc1[nH][nH]c(=O)c1N=Nc1ccccc1C#N
12.3 | -0.5 | CNC(=S)N(Cc1ccc(OC)cc1)C1CC(=O)N(c2ccc(C(=O)OC)cc2)C1=O (configuration not stated)
-0.3 | -8.8 | Cc1cccc(N2CCN(C(=O)c3ccc4c(c3)NC(=O)C(CSCc3ccc(F)cc3)N4)CC2C)c1 (configuration not stated)
0.5 | -1.1 | CCCCN1C(=O)/C(=C/C=C2\N(C)c3ccccc3C2(C)C)SC1=S
6.6 | 19.5 | O=C(NCCc1ccccc1)C(=O)NCC1CCNCC1
6.0 | 9.6 | COc1ccc(C(c2c(C)n(C)n(-c3ccccc3)c2=O)c2c(C)n(C)n(-c3ccccc3)c2=O)cc1O
11.8 | 6.4 | COC(=O)c1c(NC(=O)CN2CCN(S(=O)(=O)c3ccccc3)CC2)sc2c1CCC(C)C2 (configuration not stated)
0.3 | 0.9 | Cc1ccc(N2C(=O)c3cccc4c(C(=O)O)ccc(c34)C2=O)cc1
8.3 | 13.8 | CC1=CC(=Nc2c(C)n(C)n(-c3ccccc3)c2=O)C=CC1=O
2.3 | 0.7 | OCCCc1nc2n(n1)C(c1cccs1)C=C(c1ccccc1)N2 (configuration not stated)
